FLuc modulator – counter-screen for miR-21 project: firefly luciferase inhibitors or activators | AID 588342 | purified FLuc, Km substrates, luminescence inhibition | Potency, µM (top dose mostly 57.5 µM), for inactives: top-dose activity change, negative = inhibition, actives largely listed as inhibitors | 360,000 tested, 6.9% active | P08659; active = well fitted inhibition curve with a large enough effect; inconclusive = small, poorly fitted or top-dose-only effect;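 note: plate controls were vehicle for no effect and reference inhibitor for full effect; nearly all actives have a fitted effect of over 55% in size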
Target sequence (P08659 whole entry, looked up): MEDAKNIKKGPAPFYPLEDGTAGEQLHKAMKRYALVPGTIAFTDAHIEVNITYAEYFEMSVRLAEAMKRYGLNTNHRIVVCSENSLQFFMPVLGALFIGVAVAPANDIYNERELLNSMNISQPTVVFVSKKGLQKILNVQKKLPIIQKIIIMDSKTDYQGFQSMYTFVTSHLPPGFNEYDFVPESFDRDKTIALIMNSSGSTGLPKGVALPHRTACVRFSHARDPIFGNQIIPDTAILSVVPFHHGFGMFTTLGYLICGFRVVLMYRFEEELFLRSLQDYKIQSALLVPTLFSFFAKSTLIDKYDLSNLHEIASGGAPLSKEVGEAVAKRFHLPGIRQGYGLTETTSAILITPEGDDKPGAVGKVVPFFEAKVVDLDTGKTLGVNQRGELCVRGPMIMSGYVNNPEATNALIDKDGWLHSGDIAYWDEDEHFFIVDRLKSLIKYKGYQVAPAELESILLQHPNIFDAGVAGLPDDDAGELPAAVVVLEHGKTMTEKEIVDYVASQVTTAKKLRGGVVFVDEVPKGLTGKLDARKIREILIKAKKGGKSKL
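Purified P. pyralis luciferase (10nM final) with 10uM D-luciferin and 10uM ATP (Km levels) in 50mM Tris acetate pH 7.5, 10mM Mg acetate, 0.01% Tween-20, 0.05% BSA; qHTS 6-point titration, ~60 µM downward; luminescence read.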
An asterisk follows results filed as active; ? = inconclusive. Potency is the fitted concentration of half-maximal effect. Only part of the results is shown; rates above refer to the full screens.

SMILES	FLuc modulator
CCCN(C(=O)c1cc2c(=O)oc3ccccc3c2s1)c1cccc(Cl)c1	-7.0%
COc1ccc2cc3cc(C(=O)Nc4ccccc4C)oc3nc2c1	-6.7%
O=C(NCc1ccccc1)C(=O)NCC(c1ccco1)S(=O)(=O)c1ccccc1 (configuration not stated)	-1.7%
CCOC(=O)c1cccc(NS(=O)(=O)c2ccc(-c3cnc(C4CC4)o3)cc2)c1	?
O=C(CCc1ccccc1)N(Cc1cccnc1)c1nc2ccc(F)cc2s1	-4.0%
CCc1nc(SCC(=O)Nc2ccc(NC(C)=O)cc2)n[nH]1	1.1%
COCCN1CCN(Cc2ccc(C(=O)NC(C)C)cc2)C(=O)C1=O	0.1%
COc1ccc(-c2coc3c2c(C)cc2oc(=O)c(CC(=O)O)c(C)c23)cc1	7.57µM*
COc1ccccc1C(=O)Nc1c(C(=O)N(C)c2ccccc2)sc2nc(C)cc(C)c12	1.1%
CCC(=O)N1CCc2cc(OC)c(OC)cc2C1COc1ccc2c(C)cc(=O)oc2c1 (configuration not stated)	?
CCOC(=O)c1ccc(NC(=O)c2cn(-c3ccccc3)nc2-c2ccc(C)cc2)cc1	-6.3%
Cc1ccc(-c2nc(CS(=O)CC(=O)NCc3ccccc3Cl)c(C)o2)cc1 (configuration not stated)	-16.8%
COc1ccc(C(=O)NNc2ncnc3c2cnn3-c2ccccc2)cc1	-8.8%
O=C(CN1C(=O)C2CCCCN2c2ccc(C(=O)N3CCCC3)cc21)NCc1cccc(Cl)c1 (configuration not stated)	-10.0%
CCOCCCNC(=O)c1ccc2c(=O)n(CCc3ccc(OC)c(OC)c3)c(=O)[nH]c2c1	-2.7%
Cc1ccc(NC(=O)Cn2cc(C(=O)c3cccs3)c3ccccc32)cc1C	-12.1%
O=C(C1COc2ccccc2O1)N1CCN(c2nc3c(F)cccc3s2)CC1 (configuration not stated)	-5.3%
CCOC(=O)c1c(NC(=O)/C=C/c2ccc(C)cc2)sc2c1CCCC2	-1.2%
CCc1ccc(C2CC(=O)c3c([nH]c(C(=O)OCc4ccc(C)cc4)c3C)C2)cc1 (configuration not stated)	0.7%
CCOc1ccc2nc(N3CCCC(C(=O)NCCc4ccc(SC)cc4)C3)sc2c1 (configuration not stated)	-19.7%
C=C(C)Cn1c(=O)c2c(nc3n2CCN3c2cc(C)cc(C)c2)n(C)c1=O	-2.1%
CC(=O)Nc1ccc(Nc2nc3c(S(=O)(=O)c4cccc(Cl)c4)nnn3c3ccsc23)cc1	-6.2%
COc1ccc(S(=O)(=O)n2nc(C)c(S(=O)(=O)N3CCC(C)CC3)c2C)cc1OC	-7.5%
Cc1ccc(CNC(=O)CCCCn2c(=O)c3ccccc3n(Cc3ccc(Cl)cc3)c2=O)cc1	-1.7%

Quoted from the listing, 3 compounds:
SMILES	FLuc modulator
O=C(C1COc2ccccc2O1)N1CCN(c2nc3c(F)cccc3s2)CC1 (configuration not stated)	-5.3%
CCOC(=O)c1c(NC(=O)/C=C/c2ccc(C)cc2)sc2c1CCCC2	-1.2%
CCc1ccc(C2CC(=O)c3c([nH]c(C(=O)OCc4ccc(C)cc4)c3C)C2)cc1 (configuration not stated)	0.7%

(cont.)
SMILES	FLuc modulator
Cc1ccc(CNC(=O)C2CCCN(c3nn4cc(-c5ccc(C)cc5)nc4s3)C2)cc1 (configuration not stated)	?
O=C(NCCCN1CCCCC1)c1[nH]c2ccccc2c1Sc1ccc(Cl)cc1	4.4%
COc1cccc(-c2ccc3c(N)c(C(=O)Nc4ccc(C)c(F)c4)sc3n2)c1	-16.9%
CC(C)c1ccc(NC(=O)Cn2cc(S(=O)(=O)Cc3cccc(Cl)c3)c3ccccc32)cc1	0.1%
O=C(CCCn1c(=O)[nH]c2ccc(Br)cc2c1=O)N1CCN(c2cccc(Cl)c2)CC1	-13.3%
CCC(=O)N1CCc2cc(S(=O)(=O)N(C)c3cccc(C)c3)ccc21	-2.4%
CC1CCN(S(=O)(=O)c2ccc3c(c2)CCN3C(=O)Nc2ccc(Br)cc2)CC1	-5.6%
CCN(CC)S(=O)(=O)c1ccc(NC(=O)c2c(C)oc3ncnc(N4CCCCC4)c23)cc1	-5.2%
COc1cccc(NC(=O)Cn2c(=O)n(-c3ccc(Cl)cc3)c(=O)c3oc4ccccc4c32)c1	-15.4%
Cc1ccc(Nc2nnc(-c3cc4c(ccc5ccccc54)oc3=O)s2)cc1	-5.3%
Cc1cc(C)cc(-n2c(SCC(=O)N3CCOCC3)nc3c([nH]c4ccccc43)c2=O)c1	-0.1%
CNC(=O)c1c(NC(=O)Cc2coc3ccc(OC)cc23)sc2c1CCCC2	-15.1%
CCCc1nnc(NC(=O)C(CC)Sc2nnc3c4ccccc4n(C)c3n2)s1 (configuration not stated)	-8.4%
O=C(NCc1ccccc1)c1ccc(CNS(=O)(=O)c2ccc(Br)cc2)cc1	-9.1%
O=C(Nc1nnc(N2CCCC2)s1)Nc1cc(F)ccc1F	-10.2%
COc1cccc(CNC(=O)c2ccc3c(c2)N(Cc2ccc(C(F)(F)F)cc2)C(=O)c2ccccc2S3)c1OC	-4.2%
COC(=O)C(NC(=O)CCc1c(C)nc2c(-c3ccccc3)c(C)nn2c1C)C(C)C (configuration not stated)	-9.2%
CC(=O)Nc1c(C)nn(-c2ccccc2)c1N1CCC(C(=O)NCc2ccccc2Cl)CC1	-1.7%
CCN(CC)S(=O)(=O)c1nnc(NC(=O)c2ccc(C)cc2)s1	-16.4%
CCOC(=O)c1c(N)n(-c2ccc(Cl)c(Cl)c2)c2nc3ccccc3nc12	-1.3%
Cc1ccc(C)c(N2CCN(C(=O)c3cnc4c(-c5ccccc5)c(C)nn4c3C)CC2)c1	-12.9%
Cc1ccc(C)c(NC(=O)c2cc(S(=O)(=O)NCCc3ccccc3)ccc2F)c1	-10.0%
COc1ccc(Cl)cc1NC(=O)CSC1=Nc2ccccc2C2=NC(CC(=O)NCc3cccs3)C(=O)N12 (configuration not stated)	-10.2%
CSc1ncc(Cl)c(C(=O)Nc2c(C(=O)Nc3cccc(C)c3)oc3ccccc23)n1	2.4%

Next section, overlapping the part above by 5 compounds.
SMILES	FLuc modulator
CCOC(=O)c1c(N)n(-c2ccc(Cl)c(Cl)c2)c2nc3ccccc3nc12	-1.3%
Cc1ccc(C)c(N2CCN(C(=O)c3cnc4c(-c5ccccc5)c(C)nn4c3C)CC2)c1	-12.9%
Cc1ccc(C)c(NC(=O)c2cc(S(=O)(=O)NCCc3ccccc3)ccc2F)c1	-10.0%
COc1ccc(Cl)cc1NC(=O)CSC1=Nc2ccccc2C2=NC(CC(=O)NCc3cccs3)C(=O)N12 (configuration not stated)	-10.2%
CSc1ncc(Cl)c(C(=O)Nc2c(C(=O)Nc3cccc(C)c3)oc3ccccc23)n1	2.4%
CCOc1ccc(-n2c(=O)c3c(C)c(C)sc3n(Cc3c(F)cccc3Cl)c2=O)cc1	-0.3%
Cc1ccc(CCNC(=O)c2sc3ncccc3c2-n2c(C)ccc2C)cc1	-11.1%
Cc1ccc(C)c(NC(=O)c2nnn(Cc3ccc(F)cc3Cl)c2N)c1	7.0%
CCOC(=O)c1cc(OC(=O)c2cccc(C)c2)n(-c2ccccc2)n1	-2.4%
COc1ccc(-c2noc(C3CC(=O)N(c4cc(C)cc(C)c4)C3)n2)cc1 (configuration not stated)	-9.7%
CCn1c(=O)c2sccc2n2c(CCC(=O)Nc3ccc(C(C)C)cc3)nnc12	-8.9%
CCOC(=O)c1c(NC(C)=O)c2c3c(sc2n1Cc1ccc(Cl)cc1)CCCC3	-1.9%
CCOC(=O)c1c(C)[nH]c(C)c1S(=O)(=O)N1CCCC(C(=O)Nc2cc(C)ccc2C)C1 (configuration not stated)	1.9%
COc1cc(OC)c(NC(=O)c2c3c(nc4ccccc24)C(=O)N(C2CCCCC2)C3)cc1Cl	?
O=C(NCc1cccc(F)c1)c1ccc(CS(=O)c2ccccc2Cl)o1 (configuration not stated)	0.2%
Cc1ccc(Nc2sc(C(=O)c3ccccc3)c(N)c2C(=O)NC(C)C)cc1	-2.5%
Cc1cccc(NC(=O)CSc2nc(=O)n(Cc3cccnc3)c3c2CCC3)c1	-7.9%
Cc1oc2c(c(C)cc3oc(=O)c(CC(=O)NCCc4ccccc4)c(C)c32)c1C	-6.2%
CCc1c(C)sc2c1CCN(Cc1ccccc1C#N)C2c1ccccc1 (configuration not stated)	3.5%
Cc1c2cnn(CC(=O)N3CCN(c4ccc(F)cc4)CC3)c(=O)c2c(C)n1Cc1ccc(F)cc1	-18.3%
COc1ccc(CNC(=O)CCc2nc(-c3ccc(OC)cc3)no2)cc1	-4.1%
O=S(=O)(c1ccc(-c2cnc(C3CC3)o2)cc1)N1CCN(c2ccccc2F)CC1	1.4%
COc1ccc(N2CC(NC(=O)c3cc4ccccc4o3)CC2=O)cc1 (configuration not stated)	2.3%
Cc1cccc(NC(=O)C(=O)NCCc2csc(-c3ccc(F)cc3)n2)c1C	-2.0%
CCCC1=Nc2cc(C(=O)NCCOC)ccc2Sc2ccccc21	-12.5%
O=C1CC(c2ccccc2)Cc2[nH]c(=O)c(C(=O)Nc3ccc(OC(F)(F)F)cc3)cc21 (configuration not stated)	-1.4%
CNS(=O)(=O)c1cn(CC(=O)N2CCN(c3ccc(C)cc3C)CC2)cc1S(=O)(=O)NC	4.2%
COc1ccc(-c2noc(-c3ccc(NCc4ccccc4OC)c([N+](=O)[O-])c3)n2)cc1	?
CCOC(=O)c1ccc(NC(=O)c2cnc3c(-c4ccc(F)cc4)c(C)nn3c2C)cc1	-10.2%

Retrieved by structure from above, five records:
SMILES	FLuc modulator
COc1ccc(-c2noc(-c3ccc(NCc4ccccc4OC)c([N+](=O)[O-])c3)n2)cc1	?
COc1ccc(CNC(=O)CCc2nc(-c3ccc(OC)cc3)no2)cc1	-4.1%
Cc1cccc(NC(=O)C(=O)NCCc2csc(-c3ccc(F)cc3)n2)c1C	-2.0%
O=C1CC(c2ccccc2)Cc2[nH]c(=O)c(C(=O)Nc3ccc(OC(F)(F)F)cc3)cc21 (configuration not stated)	-1.4%
CCOC(=O)c1ccc(NC(=O)c2cnc3c(-c4ccc(F)cc4)c(C)nn3c2C)cc1	-10.2%

(listing goes on)
SMILES	FLuc modulator
CCOC(=O)c1ccc(N2C(=O)Cc3cc(OCC)c(OCC)cc3C2c2ccccc2)cc1 (configuration not stated)	1.6%
CCOc1ccccc1CN1CCc2nc(Nc3ccccc3)ncc2C1	-12.7%
COc1ccc(OC)c(CNC(=O)CCCn2c(=O)c3cccn3c3cccnc32)c1	4.4%
O=c1[nH]c(SCc2cccc(Cl)c2)nc2c1CCC2	5.3%
COc1ccc(-c2noc(-c3nnn(-c4ccc(C(C)C)cc4)c3C)n2)cc1OC	-9.1%
Cc1ccc(-c2cc(C(=O)N3CCN(S(=O)(=O)c4ccc(Br)cc4)CC3)[nH]n2)c(C)c1	-1.2%
Cc1cccc(N2CCN(S(=O)(=O)c3ccc(F)c(C(=O)Nc4cccc(Cl)c4C)c3)CC2C)c1 (configuration not stated)	-2.7%
CCC(=O)Oc1c(Sc2ccc(Cl)cc2)c(C)nn1-c1ccccc1	?
CCCSC1=NC2(CCN(C(=O)NC3CCCCC3)CC2)N=C1c1ccc(OC)cc1	-3.9%
COC(=O)c1ccn(-c2nc(-c3ccc(Cl)cc3)cc(C(F)(F)F)n2)n1	-7.1%
COc1ccc(C(=O)Nc2ccc(-c3nnc4n3CCCCC4)cc2)cc1	-15.0%
CC(Nc1oc(-c2ccc(COc3ccccc3)o2)nc1C#N)c1ccccc1 (configuration not stated)	-0.1%
CCCCc1ccc(NC(=O)c2ccc3c(c2)CCN3S(=O)(=O)c2ccccc2)cc1	1.0%
COc1cccc(CN2CCc3nc(N4CCN(C)CC4)ncc3C2)c1	1.6%
Cc1ccccc1NC(=O)Cn1cc(C(=O)c2cccs2)c2ccccc21	-10.7%
CCOc1ccccc1NC(=O)Cn1c(=O)n(Cc2ccccc2)c(=O)c2c(C)c(C(=O)N(C)C)sc21	2.5%
COc1ccc(NC(=O)CN2CCCN(Cc3ccccc3)S2(=O)=O)cc1	-13.7%
CCc1nn(CC(=O)NC2CC2)c(=O)c2cc3c(OC)cccc3n12	-3.5%
CCOC(=O)c1c(NC(=O)/C=C/c2ccc(OCC)cc2)sc(C(C)=O)c1C	-1.3%
Cc1cc(F)ccc1NC(=O)CCS(=O)(=O)c1cc2c3c(c1)CCN3C(=O)CC2	3.3%
COc1cc(C(=O)N2CCN(c3ccc(Nc4ccc(C)cc4)nn3)CC2)cc(OC)c1OC	1.4%
COc1ccc(CCNC(=O)CCCn2c(=O)c3ccccc3n(Cc3ccc(C)cc3)c2=O)cc1OC	4.2%
CCCCCNc1nc2c(-c3ccccc3)nnn2c2ccccc12	0.2%
Cn1nnnc1SCCCNCc1cccc(OCc2ccc(Cl)cc2)c1	5.8%
CCOC(=O)N1CCc2c(sc(NCc3cccc(F)c3)c2C(=O)Nc2ccc(OCC)cc2)C1	23.9µM*
Cc1ccc(Cl)cc1NC(=O)Cn1c(=O)n(Cc2ccccc2)c(=O)c2oc3ccccc3c21	5.6%
Cn1nnnc1SCCCNCc1ccc(-c2ccc(Br)cc2)o1	-13.1%
COc1cccc(N2CCN(C(=O)Cn3ncc4c5ccccc5n(C)c4c3=O)CC2)c1	-8.4%
COc1cc(NC(=O)c2oc3c(c2C)-c2nn(Cc4cccc(Cl)c4)cc2CC3)cc(OC)c1	2.5%
COc1cccc(N2CCN(c3ncnc4c3nc3n4CCCCC3)CC2)c1	-11.5%
Cc1cc(=O)[nH]c2nnc(SCc3ccc(Cl)cc3Cl)n12	?
CCN(CC)c1ccc(NC(=O)CCS(=O)(=O)c2ccc3c(c2)oc(=O)n3C)c(C)c1	-6.8%
CCCCn1c(CNC(=O)c2ccc(OC)cc2)nnc1SCC(=O)Nc1ccc(OC)cc1	-6.7%
CSc1ncc(C(=O)NCc2ccccc2)c(-c2ccccc2)n1	-6.1%
CCCCN(CCCNC(=O)c1cc(Nc2ccc(OC)c(OC)c2)nc2ccccc12)Cc1ccccc1	-18.2%
CCc1ccc(-n2nc(C)c3c(C(=O)Nc4ccc(Cl)cc4)cc(C)nc32)cc1	-0.8%

Screens as filed in PubChem.
